Arr AP2 block: blocks beta-arrestin peptide binding to AP2 adaptin. FITC-arrestin peptide / GST-AP2 beads, flow cytometry; AP2 beta2 appendage carries R879A mutation. 340,000 tested, 0.31% active. inhibition, % at 10 µM;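 active = inhibition above a set limit, near 3 SD of compounds lacking own fluorescence, cut at about 54% in these data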;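 note: plate controls were DMSO wells for no effect and 5 µM unlabelled arrestin peptide for full effect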
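System: GST-tagged AP2 beta2-adaptin appendage (R879A) on 4 µm glutathione beads / Reagent: FITC-arrestin peptide, 50 nM / Detection: HyperCyt-sampled flow cytometry, FL1 channel, ex 488/em 535 nm / Timing: 12 min plus 1 h, RT / Buffer or medium: PBS plus Tween 20 (0.05%) and BSA (0.1%)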
V-ATPase pHluor: alters yeast V-ATPase proton transport | S. cerevisiae, pHLuorin cytosolic pH fluorescence | response, % at 10 µM | 350,000 tested, 0.37% active; in the data active = response mostly above about 7.3%, no sharp cut-off; inactive = mostly below about 5.4%; note: actives read high; inactives centre near 0; some compounds called inactive have numbers as strong as hits; reference of the scale not given here
PKA-R1A act: activates the PKA-R1A holoenzyme complex. 340,000 tested, 0.083% active. PKA-R1A dissociation, Cy5-IP20 fluorescence polarization; scaled: DMSO 0%, 113 µM cGMP 100%. activation, % at 11.4 µM. P00514+P68181;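 active = percent activation above the mean of all tested compounds plus 3 SD, cut at about 19% in these data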;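 note: higher means more PKAc released from R1A so a rise in polarization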
DAGLB inh: blocks human DAGLB lipase activity. HEK293T DAGLB membrane lysate, EnzChek fluorogenic substrate. inhibition, % at 5.17 µM. 340,000 tested, 0.059% active; in the data active = inhibition above about 34%;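 note: 0% = enzyme with vehicle and 100% = wells lacking enzyme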
Target sequence (Q8NCG7 whole entry, looked up): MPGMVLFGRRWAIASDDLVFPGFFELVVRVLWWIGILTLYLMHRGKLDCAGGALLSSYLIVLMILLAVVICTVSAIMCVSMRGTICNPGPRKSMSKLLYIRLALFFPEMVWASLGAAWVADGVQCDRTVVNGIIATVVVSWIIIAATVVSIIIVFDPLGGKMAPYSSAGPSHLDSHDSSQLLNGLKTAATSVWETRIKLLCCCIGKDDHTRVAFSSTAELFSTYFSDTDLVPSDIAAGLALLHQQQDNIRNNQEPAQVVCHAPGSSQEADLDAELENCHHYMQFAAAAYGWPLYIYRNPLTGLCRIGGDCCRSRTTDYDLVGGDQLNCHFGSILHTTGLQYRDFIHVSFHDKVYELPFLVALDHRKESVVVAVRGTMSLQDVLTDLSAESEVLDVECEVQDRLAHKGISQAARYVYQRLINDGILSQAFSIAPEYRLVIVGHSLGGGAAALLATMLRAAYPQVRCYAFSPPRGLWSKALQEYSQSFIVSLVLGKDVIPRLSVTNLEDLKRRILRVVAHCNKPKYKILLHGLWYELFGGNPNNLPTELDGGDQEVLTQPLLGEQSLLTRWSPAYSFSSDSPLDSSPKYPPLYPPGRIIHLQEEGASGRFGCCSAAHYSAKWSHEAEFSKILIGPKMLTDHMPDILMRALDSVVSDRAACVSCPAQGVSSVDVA
HTR5A inv ctr: counter-screen for OPRM1-OPRD1 inverse agonists: human HTR5A inverse agonism | HTR5A cell line, luminescence | AID 504634 | 340,000 tested, 0.083% active | P47898 | inhibition, % at 9.3 µM; in the data active = inhibition mostly above about 23%, no sharp cut-off; inactive = mostly below about 18%;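 note: 0% = cells with DMSO and 100% = no-cell wells with DMSO; some compounds called inactive have numbers as strong as hits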
Target sequence (P47898 whole entry, looked up): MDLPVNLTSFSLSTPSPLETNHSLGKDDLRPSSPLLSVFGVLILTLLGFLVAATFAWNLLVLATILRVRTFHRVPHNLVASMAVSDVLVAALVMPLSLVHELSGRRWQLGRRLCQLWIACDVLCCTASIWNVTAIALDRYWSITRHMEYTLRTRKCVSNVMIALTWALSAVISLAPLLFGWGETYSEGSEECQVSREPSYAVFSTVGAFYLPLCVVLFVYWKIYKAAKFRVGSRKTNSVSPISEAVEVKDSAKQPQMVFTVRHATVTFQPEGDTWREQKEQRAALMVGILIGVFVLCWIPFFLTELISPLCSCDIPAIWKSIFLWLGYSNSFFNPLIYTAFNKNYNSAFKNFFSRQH
DSG3 Ab inh: inhibitors of pemphigus antibody binding to human desmoglein-3 | DSG3-coupled beads, scFv-anti-DSG3-GFP binding, flow cytometry; active compounds read low | binding (percent of control), % at 10 µM | 310,000 tested, 0.48% active | AID 588358;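 active = binding more than 3 SD below its plate's average and above zero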;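 note: hits lower antibody fragment binding to DSG3; some compounds called inactive have numbers as strong as hits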
HTR5A ag: activates human HTR5A in OPRM1-OPRD1 agonist counter-screen | P47898 | activation, % at 9.3 µM | 340,000 tested, 0.61% active | HTR5A agonist assay, luminescence, cell-based; in the data active = activation mostly above about 9.5%, no sharp cut-off; inactive = mostly below about 7.6%;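 note: 0% = cells with vehicle only and 100% = reference agonist; strong numbers were not always called active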
OPRM1-OPRD1 inv: inverse agonist of human OPRM1-OPRD1 heterodimerization. 340,000 tested, 0.21% active. AID 504357. cell-based MOR-DOR heterodimer luminescence, inverse agonism. inhibition, % at 9.3 µM; in the data active = inhibition above about 22%, passing the limit was not always enough;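 note: 0% = cells with DMSO and 100% = wells without cells with DMSO; values of inactives mirror those of a sister screen read the other way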
OPRM1-OPRD1 ag: OPRM1-OPRD1 heterodimerization agonism; activation, % at 9.3 µM; 340,000 tested, 0.3% active; P35372+P41143; cells, luminescence; in the data active = activation above about 18%;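 note: 0% = vehicle-treated cells and 100% = reference agonist; values of inactives mirror those of a sister screen read the other way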
PKA-R2B act: activates the human PKA-R2B holoenzyme complex | P22694+P31323 | PKA-R2B holoenzyme dissociation, Cy5-IP20 fluorescence polarization; R2B truncated from residue 108, S112A mutant; 0% DMSO only, 100% 113 µM cGMP | activation, % at 11.4 µM | 340,000 tested, 0.079% active;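 active = activation above a cutoff set at the mean over all compounds plus 3 SD, cut at about 18% in these data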;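 note: higher means more holoenzyme dissociation and a rise in polarization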
Numbers without * were called inactive; nt = not tested or not shown. Hits appear at their usual frequency; any-hit rate near 2.4%.

compound	Arr AP2 block	V-ATPase pHluor	PKA-R1A act	DAGLB inh	HTR5A inv ctr	DSG3 Ab inh	HTR5A ag	OPRM1-OPRD1 inv	OPRM1-OPRD1 ag	PKA-R2B act
O=C(COC(=O)CNS(=O)(=O)c1cccc(F)c1)NCCc1ccccc1	2	9	-3	4	-10	95	0	-7	1.1	-3
Cc1cccc(NC(=O)c2ccc([N+](=O)[O-])o2)n1	22	2	-5	-1	19	107	2	-21	3.6	-3
CC(c1ccc(F)cc1)n1c(Cn2ncc3ccccc3c2=O)n[nH]c1=S (configuration not stated)	3	0	-15	1	2	99	6	-6	1.2	0
O=C1NC(c2cccc3ccccc23)Nc2ccc(Cl)cc21 (configuration not stated)	-15	3	-8	-3	-33	90	9	4	-0.9	-2
Cc1ccc(NC(=O)c2nc[nH]c2C(=O)N2CCN(C(=O)OC(C)(C)C)CC2)cc1	-1	-2	0	-2	0	97	5	-7	1.3	-6
Cc1sc2nc(CN3CCCCC3)nc(Nc3ccc4c(c3)OCCO4)c2c1C	-15	-2	-1	-3	3	120	-1	13	-2.7	1
Cc1ccc(N2Cc3ccccc3OC(C)C2=O)cc1 (configuration not stated)	-6	-5	-2	-3	-10	100	4	-3	0.5	3
O=c1[nH]nc(N/N=C/c2ccccc2OC(F)F)c(=O)[nH]1	7	2	1	0	31	99	6	11	-2.1	4
COc1cc(OC)nc(NC(=O)CSc2nc3ccccc3[nH]2)n1	-1	-4	-15	2	-21	96	-1	16	-2.8	-6
O=C(NCc1ccncc1)c1cccc(S(=O)(=O)N2CCc3ccccc32)c1	26	0	-2	2	-40	93	16	8	-1.9	2
COc1ccc(/C=C2/NC(=O)N(CC(=O)Nc3cccc(C)c3)C2=O)cc1O	9	-2	2	0	0	103	0	10	-1.9	-2
C[C@H](NCCc1ccc(O)cc1)[C@H](O)c1ccc(O)cc1	-1	1	-12	-2	-30	120	2	5	-0.9	-2
O=C(c1cccc(S(=O)(=O)N2CCc3ccccc32)c1)N1CCN(c2ccccn2)CC1	5	-2	2	3	11	101	-4	2	-0.3	6
CCc1c(C(=O)NCc2cnn(C)c2)csc1C	14	-3	7	1	10	103	5	4	-0.7	6
CCN(CC)C(=O)[C@H]1C[C@H](CC(=O)NCCC2=CCCCC2)C(=O)N2CCc3c([nH]c4cc(CCC(=O)N(C)C)ccc34)[C@]12C	14	1	1	4	7	100	-2	13	-2.6	4

(further entries)
compound	Arr AP2 block	V-ATPase pHluor	PKA-R1A act	DAGLB inh	HTR5A inv ctr	DSG3 Ab inh	HTR5A ag	OPRM1-OPRD1 inv	OPRM1-OPRD1 ag	PKA-R2B act
COc1ccccc1CNCC(=O)Nc1ccc(N(C)C)cc1	-14	1	1	-2	-9	105	2	-1	0.2	2
Cc1oc2cc(O)ccc2c(=O)c1Oc1ccc(F)cc1	33	-2	-9	-4	10	90	-3	13	-2.3	-10
CCCCS(=O)(=O)Nc1ccc(N2CCOCC2)c(S(=O)(=O)N2CCOCC2)c1	20	-2	5	2	6	107	-6	13	-1.9	1
Cc1ccc2c(=O)cc(C(=O)NC3CCS(=O)(=O)C3)oc2c1 (configuration not stated)	4	1	-15	0	8	99	-5	15	-2.9	-1
COc1cccc(CNS(=O)(=O)c2cc(Br)ccc2Br)c1	nt	1	-4	-1	nt	102	nt	nt	nt	-1
COCCN1C(=O)N(c2ccc(OC)cc2)C(=O)C1CC(=O)Nc1cccc(F)c1 (configuration not stated)	4	3	7	1	13	110	-4	-3	0.7	-7
O=C(O)CCCCCNC(=O)c1ccccc1	4	0	-6	0	-9	86	-2	9	-1.6	-7
O=C(C[n+]1ccccc1)c1ccc(-c2ccccc2)cc1	21	0	-4	-4	8	103	4	2	-0.5	-12
c1ccc2c(Nc3ccc(N4CCOCC4)cc3)nc(N3CCOCC3)nc2c1	4	-2	-7	4	28	113	3	11	-2.0	-5
CC(=O)Nc1nc2c(C)cc(NC(=O)C3CCCCC3)cc2s1	1	3	-9	-1	-4	97	2	-28	3.4	0
CCN(CC)CC#CCC(OC)(c1ccccc1)c1ccccc1	27	0	-6	-1	-20	95	-3	17	-3.2	3
C=CCNc1ncnc2c1[nH]c1ccccc12	1	0	-24	0	-25	104	9	1	-0.2	-10
COCCSc1nc(N)c(NC(=O)c2ccco2)c(=O)[nH]1	14	-1	4	0	-3	nt	1	10	-1.9	6
O=C(COC(=O)/C=C/c1ccc([N+](=O)[O-])cc1)NC1CCCCC1	-9	-1	-5	-4	-24	115	9	14	-3.5	-7
CCn1c(=NC(=O)CN2C(=O)CCC2=O)sc2c(C)cc(C)cc21	1	-2	6	-1	-13	106	-1	3	-0.5	1

Next section:
compound	Arr AP2 block	V-ATPase pHluor	PKA-R1A act	DAGLB inh	HTR5A inv ctr	DSG3 Ab inh	HTR5A ag	OPRM1-OPRD1 inv	OPRM1-OPRD1 ag	PKA-R2B act
Cc1cc(NS(=O)(=O)c2ccc(NC(=O)C(C)N3C(=O)c4ccccc4C3=O)cc2)nc(C)n1 (configuration not stated)	25	4	-2	-1	-4	nt	-4	19	-3.6	-2
CC1(c2ccc(Cl)cc2)NC(=O)N(CC(=O)c2ccc3c(c2)OCO3)C1=O (configuration not stated)	0	0	-3	0	4	nt	9	1	-0.2	-20
CC1(C)CC(NS(=O)(=O)c2ccc(F)cc2)CC(C)(C)N1	-15	1	3	0	-11	103	3	16	-3.4	3
Cc1ccc2[nH]c(=O)c(CN(CCCN(C)C)C(=O)Nc3ccc(F)cc3)cc2c1	5	0	6	1	7	132	-3	7	-1.4	-13
COC(=O)c1ccc(CSc2nnc(NC(C)C)s2)cc1	9	0	-8	0	-13	101	5	6	-1.2	-7
CCOc1ccc(NC(=O)NCCCn2c(C)nc3cc(C)c(C)cc32)cc1	21	-6	3	1	3	nt	-1	2	-0.3	4
Cc1ccc(-c2cc(C(=O)Nc3sc4c(c3C(=O)NCc3ccco3)CCC4)[nH]n2)c(O)c1	28	0	-6	-3	4	67	-2	11	-1.6	4
Cc1nnnn1/C(=C\c1ccccc1)C(=O)OCC(=O)NC(C)(C)C	-12	2	3	1	12	129	1	1	-0.1	8
Cc1cccc(N2C(=O)C(Cl)=C(Nc3c(C)n(C)n(-c4ccccc4)c3=O)C2=O)c1C	17	-6	-5	3	-4	102	5	8	-1.3	-10
CC(=O)C[C@H]1c2cc(F)ccc2S(=O)(=O)N1c1ccc(N(C)C)cc1	-2	-1	-2	1	-10	103	4	11	-2.0	9
COc1ccc(C2(CNC(C)=O)CCOCC2)cc1OC	19	-3	9	-5	3	105	-1	14	-2.3	-6
Cc1ccc(C(=O)NCC(=O)N2CCCN(C)CC2)cc1C	-13	3	-13	-2	6	nt	-3	-4	0.9	12
C=CCn1c(CSCc2ccc(Cl)cc2Cl)nnc1SCC(=O)Nc1ccc(C(=O)O)cc1	-26	-2	-2	3	9	104	-3	11	-1.9	-4
COc1ccc(Br)cc1CN(C)CC(=O)Nc1cccc(S(N)(=O)=O)c1	0	0	-1	0	12	103	-5	10	-1.7	-10
CCn1cc(C(=O)O)c(=O)c2cc(F)c(N/N=C/c3ccccc3)cc21	-13	-17	-15	19	-20	106	6	1	-0.2	-7

Next section:
compound	Arr AP2 block	V-ATPase pHluor	PKA-R1A act	DAGLB inh	HTR5A inv ctr	DSG3 Ab inh	HTR5A ag	OPRM1-OPRD1 inv	OPRM1-OPRD1 ag	PKA-R2B act
Cc1ccc(CNC(=O)c2nc3nc(C)cc(C)n3n2)cc1	24	1	5	-1	-13	107	-4	12	-2.0	8
COc1ccc(C2CC(c3ccc(F)cc3)n3nc(NC(=O)c4ccco4)nc3N2)cc1 (configuration not stated)	-15	-2	-7	1	-20	nt	1	7	-1.3	-2
COc1ccc2nc3oc(C(=O)NCCCOC(C)C)cc3cc2c1	-1	-4	-6	0	13	91	-3	14	-2.4	-13
CC(NS(=O)(=O)c1ccc(NC(=O)N2CCCCC2)cc1)c1ccccc1 (configuration not stated)	-4	-2	-7	2	14	113	0	11	-2.1	-1
COc1ccc2nc3ccccc3nc2c1	18	-1	-7	2	14	96	0	-1	0.2	-7
C=CCc1c(C)nc(SC)nc1Nc1ccc(C)cc1	-11	2	-15	-10	-14	101	-1	-12	2.2	-13
CCCCn1c(N)c(N(CCOC)C(=O)c2cnc(C)cn2)c(=O)[nH]c1=O	-7	1	-3	4	3	103	-3	20	-3.7	1
COc1cccc(-n2nc(C(=O)N3CCN(Cc4ccccc4)CC3)c3ccccc3c2=O)c1	nt	5	-6	-6	5	109	-2	20	-4.4	-12
Oc1c(N=Nc2ccc(F)cc2)ccc2ccccc12	-13	-1	-3	26	-4	97	1	-6	1.2	9
O=C(c1ccc(COc2ccc(Cl)cc2)o1)N1N=C(C(F)F)CC1(O)C(F)F (configuration not stated)	27	-3	-8	3	-11	117	8	-55	10	-18
COc1cc(/C=N/n2cnnc2)ccc1OCCSc1ccc(C)cc1	8	-1	4	-1	-13	114	-1	0	0.0	13
COc1ccc2c(C)cc(SCC(=O)NCCN3C(=O)CSC3=O)nc2c1	0	0	4	-4	-20	101	6	0	-0.1	-2
COc1ccc(Nc2nc(Cl)nc(NCCO)n2)cc1	13	-1	-5	0	-15	102	-1	14	-3.1	-15
O=C(Nc1nnc(-c2ccc(F)cc2)s1)c1c(F)cccc1Cl	18	3	-20	0	1	101	-3	12	-2.1	-4
CN(C)C(CNC(=O)c1ccc(NC(=O)CC#N)cc1)c1ccccc1 (configuration not stated)	25	1	-2	-2	14	107	0	-38	8.0	0

Overlap with the part before: 3 compounds; new compounds follow.
compound	Arr AP2 block	V-ATPase pHluor	PKA-R1A act	DAGLB inh	HTR5A inv ctr	DSG3 Ab inh	HTR5A ag	OPRM1-OPRD1 inv	OPRM1-OPRD1 ag	PKA-R2B act
COc1ccc(Nc2nc(Cl)nc(NCCO)n2)cc1	13	-1	-5	0	-15	102	-1	14	-3.1	-15
O=C(Nc1nnc(-c2ccc(F)cc2)s1)c1c(F)cccc1Cl	18	3	-20	0	1	101	-3	12	-2.1	-4
CN(C)C(CNC(=O)c1ccc(NC(=O)CC#N)cc1)c1ccccc1 (configuration not stated)	25	1	-2	-2	14	107	0	-38	8.0	0
CNC(=S)N(CCc1c(C)[nH]c2ccc(OC)cc12)Cc1ccco1	-2	3	-3	3	-11	104	3	4	-0.8	-1
C=C(C)C(=O)Nc1cccc(C(C)=O)c1	16	3	-16	0	13	107	4	12	-2.5	-10
Cc1c(C)n(C(=O)CSc2nncn2C)c2ccccc12	5	6	12	-1	21	114	2	7	-1.3	7
C/C(Cn1nnc([N+](=O)[O-])n1)=N\NC(=O)c1cccc(Cl)c1	-19	-2	1	-2	-18	120	3	-22	4.8	5
COc1ccccc1C(C(=O)NC1CCCC1)N(C(=O)c1csnn1)C1CC1 (configuration not stated)	-3	-6	7	-3	-1	109	-1	3	-0.6	-5
CC1CCCCN1CCCNC(=O)CN1C(=O)CSc2ccc(S(=O)(=O)N3CCOCC3)cc21 (configuration not stated)	3	-3	-1	0	-4	96	1	8	-1.6	9
O=C(NNC1=Nc2ccccc2SC1)c1ccccc1F	0	0	-10	0	-12	109	4	3	-0.7	5
